Shiga inhibitor: A qHTS for Small Molecule Inhibitors of Shiga Toxin. inhibition, % at 38.7 µM. Vero cells, Shiga toxin protein synthesis inhibition reporter. 290,000 tested, 9.2% active. AID 2315, 2010; in the data active = inhibition mostly above about 28%, no sharp cut-off; inactive = mostly below about 43%; also: 0% is about no effect
Cycloheximide cs: Cycloheximide Counterscreen for Small Molecule Inhibitors of Shiga Toxin; AID 2314, 2010; 300,000 tested, 12% active; cell reporter, cycloheximide protein synthesis inhibition counterscreen; max response, %; in the data active = max response mostly above about 13%, no sharp cut-off; inactive = mostly below about 14%; also: read at 38.3 µM for the half of the compounds with a filed dose; 0% is about no effect
Giardia FBPA inh: qHTS Assay for Inhibitors of Fructose-1,6-bisphosphate Aldolase from Giardia Lamblia; A8B2U2; purified Giardia FBPA; Potency, µM (titrated, usually from 59.6 µM), for inactives: top-dose activity, negative = inhibition, most hits filed as inhibitors; 290,000 tested, 0.71% active; also: potency is read from the fitted curve at half-maximal effect; % is scaled to controls: 0 for no effect and ±100 for the full control effect; nearly all actives have a fitted effect of over 55% in size
Target sequence (A8B2U2 whole entry, looked up): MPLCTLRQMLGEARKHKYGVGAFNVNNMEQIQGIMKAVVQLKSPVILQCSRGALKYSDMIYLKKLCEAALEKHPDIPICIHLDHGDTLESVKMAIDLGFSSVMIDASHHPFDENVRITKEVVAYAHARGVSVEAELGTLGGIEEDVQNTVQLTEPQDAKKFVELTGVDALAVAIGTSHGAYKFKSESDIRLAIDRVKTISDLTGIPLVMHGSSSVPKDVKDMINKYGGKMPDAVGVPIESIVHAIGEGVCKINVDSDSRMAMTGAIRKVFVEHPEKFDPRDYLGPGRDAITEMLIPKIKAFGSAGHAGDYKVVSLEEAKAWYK
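40 nM FBPA preincubated 10 min at RT with compound (up to 57.5 uM final), then substrate plus GAPDH/TPI/NAD/arsenate coupling and diaphorase/resazurin added. Fluorescence read after 20 min at RT, 525/598 nm.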
Pf growth 48h: Primary qHTS for delayed death inhibitors of the malarial parasite plastid, 48 hour incubation. P. falciparum luciferase growth in erythrocytes, 48 h. Potency, µM (doses to about 28.7 µM), for inactives: at the highest dose activity change, negative = inhibition, usual class: inhibitors. 310,000 tested, 5.9% active; also: potency is read from the fitted curve at half-maximal effect; % is scaled to controls: 0 for no effect and ±100 for the full control effect
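Growth was read as firefly luciferase luminescence after a 48 h, 37 C, 5% CO2 exposure of compounds to reporter-bearing P. falciparum cultures (0.1% parasitemia, 2% hematocrit final) in Albumax-supplemented RPMI 1640.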
Pf growth 96h: Primary qHTS for delayed death inhibitors of the malarial parasite plastid, 96 hour incubation | Potency, µM (highest dose often 28.7 µM), for inactives: top-dose activity change, negative = inhibition, hits mostly inhibitors | 320,000 tested, 6.9% active | AID 504834, 2011 | P. falciparum luciferase reporter growth, 96 h; also: potency is read from the fitted curve at half-maximal effect; % is scaled to controls: 0 for no effect and ±100 for the full control effect
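Plates of compound plus infected erythrocytes (2% hematocrit, 0.05% parasitemia final) incubate 96 hours, 37 C, 5% CO2. Detection reagent added; reduced luminescence from the parasites' luciferase reporter flags inhibition.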
Sm TGR inh: qHTS Assay for the Inhibitors of Schistosoma Mansoni Peroxiredoxins. Schistosoma mansoni thioredoxin glutathione reductase (TGR), Q962Y6. purified TGR, DTNB reduction, TNB absorbance 405 nm. Potency, µM (titrated, usually from 114 µM), inactives show at the top dose activity change, negative = inhibition, most hits filed as inhibitors. 360,000 tested, 3% active. AID 485364, 2010; also: potency is read from the fitted curve at half-maximal effect; % is scaled to controls: 0 for no effect and ±100 for the full control effect; nearly all actives have a fitted effect of over 60% in size
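First, TGR (20 nM dispensed) and NADPH were mixed with compound. Second, a 15 min room-temperature incubation followed. Third, further NADPH and then DTNB were added to start the reaction. Finally, TNB absorbance was monitored kinetically.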
* hit, by the source's call; ? = inconclusive; / = no result given; [ ] = remark or other dose. Unless noted, calls follow the shape of the dose curve; as a rule, active = well fitted curve in the direction sought with a large enough effect; inconclusive = small, poorly fitted or top-dose-only effect, or another doubt; inactive = no such curve, though single readings can be large; an effect the other way counts as inactive or inconclusive.

Start of the data: the first 17 entries, to show the layout:
Order of results: Cycloheximide cs	Giardia FBPA inh	Shiga inhibitor	Pf growth 48h	Pf growth 96h	Sm TGR inh
#1 COc1ccc(C2C(C(=O)OCC(=O)Nc3ccc(C)cc3)CCC(=O)N2c2ccc(OC)cc2)cc1 (stereo not drawn)
→ -4	-5%	-13	/	-12%	2%
#2 Cc1nn(C)cc1S(=O)(=O)N1CCN(c2ccccc2F)CC1
→ -3	/	-4	-5%	3%	4%
#3 C=CCNc1nc(Nc2ccc(OC)cc2)nc(OCC)n1
→ -3	1%	-18	8%	/	1%
#4 Cc1ccc(OC(=O)Nc2ccccc2)cc1
→ 43*	0%	65*	10µM*	68%[activator]	-3%
#5 O=C(COc1ccc2c3c(c(=O)oc2c1)CCC3)N1CCN(c2ccc(F)cc2)CC1
→ 1	6%	-2	12%	9%	-10%
#6 CCc1ccccc1NC(=S)N(CCCN1CCOCC1)Cc1cccs1
→ 4	0%	0	-17%	2.6µM*	18%
#7 Cc1cc(C)nc(SCc2ccc(C(=O)N/N=C/c3ccncc3)cc2)n1
→ -1	-10%	-6	-27%	?	3%
#8 CC(CC(=O)N1CCc2ccccc21)c1ccccc1 (stereo not drawn)
→ 18*	-1%	36	/	30%	-2%
#9 CS(=O)(=O)N(CC(=O)NCCC1=CCCCC1)C1CCCCC1
→ -3	1%	-5	-5%	/	-26%
#10 Cc1nn(Cc2n[nH]c(=S)n2Cc2ccccc2)c(C)c1Cl
→ -2	0%	-7	1%	3%	29%
#11 CCCSc1nsc(N)n1
→ 23*	0%	11	39%[activator]	/	1%
#12 NC(=O)CCC(NS(=O)(=O)c1ccc(Cl)cc1)C(=O)NCc1ccccc1Cl (stereo not drawn)
→ -2	3%	-3	-6%	21%	-5%
#13 COCCn1cnc2c1c(=O)n(CC(=O)Nc1cc(C)on1)c(=O)n2Cc1ccccc1
→ -2	2%	-18	?	?	10%
#14 COc1ccccc1N(Cc1ccccc1)S(=O)(=O)c1cccc(C(=O)Nc2cc(C)ccn2)c1
→ 43*	-5%	58*	?	?	1%
#15 CCC(=O)n1nc(-c2ccccc2)nc1SCC(=O)Nc1ccc(C)cc1
→ 9	0%	-13	47%[activator]	?	-9%
#16 CC1CCCN(c2ccc(C(=O)N3CCC4(CC3)OCCO4)cc2[N+](=O)[O-])C1 (stereo not drawn)
→ -1	2%	-16	3%	?	-1%
#17 CCOc1ccc(C(=O)COC(=O)Cn2cnc3c2c(=O)n(C)c(=O)n3C)cc1
→ /	/	/	-16%	-23%	0%

This part in full, from the start:
Order of results: Cycloheximide cs	Giardia FBPA inh	Shiga inhibitor	Pf growth 48h	Pf growth 96h	Sm TGR inh
#1 COc1ccc(C2C(C(=O)OCC(=O)Nc3ccc(C)cc3)CCC(=O)N2c2ccc(OC)cc2)cc1 (stereo not drawn)
→ -4	-5%	-13	/	-12%	2%
#2 Cc1nn(C)cc1S(=O)(=O)N1CCN(c2ccccc2F)CC1
→ -3	/	-4	-5%	3%	4%
#3 C=CCNc1nc(Nc2ccc(OC)cc2)nc(OCC)n1
→ -3	1%	-18	8%	/	1%
#4 Cc1ccc(OC(=O)Nc2ccccc2)cc1
→ 43*	0%	65*	10µM*	68%[activator]	-3%
#5 O=C(COc1ccc2c3c(c(=O)oc2c1)CCC3)N1CCN(c2ccc(F)cc2)CC1
→ 1	6%	-2	12%	9%	-10%
#6 CCc1ccccc1NC(=S)N(CCCN1CCOCC1)Cc1cccs1
→ 4	0%	0	-17%	2.6µM*	18%
#7 Cc1cc(C)nc(SCc2ccc(C(=O)N/N=C/c3ccncc3)cc2)n1
→ -1	-10%	-6	-27%	?	3%
#8 CC(CC(=O)N1CCc2ccccc21)c1ccccc1 (stereo not drawn)
→ 18*	-1%	36	/	30%	-2%
#9 CS(=O)(=O)N(CC(=O)NCCC1=CCCCC1)C1CCCCC1
→ -3	1%	-5	-5%	/	-26%
#10 Cc1nn(Cc2n[nH]c(=S)n2Cc2ccccc2)c(C)c1Cl
→ -2	0%	-7	1%	3%	29%
#11 CCCSc1nsc(N)n1
→ 23*	0%	11	39%[activator]	/	1%
#12 NC(=O)CCC(NS(=O)(=O)c1ccc(Cl)cc1)C(=O)NCc1ccccc1Cl (stereo not drawn)
→ -2	3%	-3	-6%	21%	-5%
#13 COCCn1cnc2c1c(=O)n(CC(=O)Nc1cc(C)on1)c(=O)n2Cc1ccccc1
→ -2	2%	-18	?	?	10%
#14 COc1ccccc1N(Cc1ccccc1)S(=O)(=O)c1cccc(C(=O)Nc2cc(C)ccn2)c1
→ 43*	-5%	58*	?	?	1%
#15 CCC(=O)n1nc(-c2ccccc2)nc1SCC(=O)Nc1ccc(C)cc1
→ 9	0%	-13	47%[activator]	?	-9%
#16 CC1CCCN(c2ccc(C(=O)N3CCC4(CC3)OCCO4)cc2[N+](=O)[O-])C1 (stereo not drawn)
→ -1	2%	-16	3%	?	-1%
#17 CCOc1ccc(C(=O)COC(=O)Cn2cnc3c2c(=O)n(C)c(=O)n3C)cc1
→ /	/	/	-16%	-23%	0%
#18 COc1ccc(C(=O)OCC(=O)Nc2ccc3c(c2)OCCO3)c(OC)c1
→ /	/	/	-5%	12%	0%
#19 C=C(C)C1CC=C(C)C(O)C1 (stereo not drawn)
→ 8	1%	-19	/	/	/
#20 COc1cc(/C=N/NC(=O)CCN2CCN(C)CC2)cc2c1OCO2
→ -3	/	-15	?	6%	-1%
#21 CC(=O)Nc1ccc(OCC(=O)N(CC(C)C)C2CCS(=O)(=O)C2)cc1 (stereo not drawn)
→ 5	6%	-7	-14%	-37%[5.75 µM]	-2%
#22 COc1cc(/C=C2\SC(=O)N(CCN)C2=O)ccc1OS(=O)(=O)c1cc(C)ccc1C
→ -13	1%	-29	-1%	-25%	4%
#23 CCNS(=O)(=O)c1ccc(CCC(=O)N2CCN(Cc3ccccc3)CC2)cc1
→ -1	12%	-11	-18%	?	2%
#24 Cc1ccc(NC(=O)CN2C(=O)COc3ccc(S(=O)(=O)N4CCCC4)cc32)cc1C
→ 14	/	-2	?	?	-3%
#25 COc1ccc(Cl)cc1NC(=O)CN1CCCCCC1
→ 2	5%	15	-5%	?	-9%
#26 COC(=O)c1ccc(C(=O)OC)c(NC(=S)N2CCC(N3CCCCC3)CC2)c1
→ -4	-12%	-21	4%	16%	7%
#27 Cc1ccc(C(=O)NCCNc2ccc(Cl)cc2[N+](=O)[O-])o1
→ -2	1%	13	?	?	-20%
#28 Cc1cc(-c2ccc(S(=O)(=O)N3CCN(C)CC3)s2)on1
→ -2	13%	-5	-4%	-29%	-8%
#29 CN(C)c1ccc(NC(=O)CN2C(=O)CC(c3ccccc3)=Nc3ccccc32)cc1
→ 0	0%	-15	9%	/	-2%
#30 CCOC(=O)c1c(C)c(C(=O)NCc2cccnc2)c(C)n1C
→ 8	4%	9	23%	-12%	8%
#31 Cc1ccccc1NC(=O)COc1cccc2c1CCNC2=O
→ /	/	/	-6%	?	-3%
#32 COCCNC(=O)c1onc(CSc2ccccc2)c1C(=O)NCCOC
→ /	/	/	30%	45%[activator]	-5%
#33 COc1ccc(C)cc1NC(=O)CN(c1ccc(F)cc1)S(C)(=O)=O
→ 1	2%	1	-7%	0%	1%
#34 Cc1cc(C)c(NC(=O)COC(=O)c2cc([N+](=O)[O-])ccc2N2CCOCC2)c(C)c1
→ -1	/	15	5%	21%	-4%
#35 CSC(=Nc1ccccc1)C1=C(O)COC1=O
→ -1	0%	2	6%	-9%	-23%
#36 COC(=O)c1ccc(C2CC(=O)Nc3cc(OC)c(OC)cc32)cc1 (stereo not drawn)
→ -1	1%	-16	-2%	/	5%
#37 Cc1ccc(C(C(=O)NC2CCCCC2)N(CC2CCCO2)C(=O)CNC(=O)c2cccs2)cc1 (stereo not drawn)
→ 0	1%	-16	?	?	-1%
#38 O=C(Nc1ccc(Cl)cc1)N1N=CCC1c1ccccc1 (stereo not drawn)
→ 20*	-9%	23	11%	?	2%
#39 CC(=O)N1CCC(=NNS(=O)(=O)c2cccc([N+](=O)[O-])c2)CC1
→ -4	0%	-8	/	14%	?
#40 Cn1cccc1/C=C1/C(=O)NC(=S)N(Cc2ccc(F)cc2)C1=O
→ -2	-8%	-14	-3%	27%	25µM*
#41 c1cncc(-c2nc(NCc3ccc4c(c3)OCO4)c3ccccc3n2)c1
→ -1	-10%	-6	13µM*	10µM*	-7%
#42 CN(CCCC1CCCC1)C(=O)c1cc(COc2ccc(F)cc2F)on1
→ 22*	/	58*	-10%	6%	-12%
#43 Nc1cc(N)cc(-c2nc3ccccc3[nH]2)c1
→ 23*	-2%	13	-9%	?	1%
#44 COc1ccc(S(=O)(=O)N2CCN(c3nc(C)cc(C)n3)CC2)cc1
→ -10	2%	-5	?	61%[activator]	-2%
#45 Cc1ccc(C(=O)NCC(=O)OCC(=O)Nc2ncc(C(F)(F)F)cc2Cl)cc1
→ -1	-1%	10	14%	34%[activator]	5%
#46 CCOC(=O)c1ccc(NC(=S)N2CCN(C)CC2)cc1
→ 8	-14%	16	-1%	?	5%
#47 CCOC(=O)N1CCN(C(=O)/C(=C/c2ccc(OC)cc2)NC(=O)c2ccccc2)CC1
→ -3	8%	25	0%	?	7%
#48 CCOc1nc(NCCN2CCOCC2)nc(Nc2ccc(C)cc2)n1
→ -3	/	5	-27%	0%	-9%
#49 CCCCn1c(SCc2ccc(Cl)cc2)nc2c1c(=O)[nH]c(=O)n2C
→ 0	4%	0	6.6µM*	2%	-2%
#50 Nc1ccc(N2CCN(CCCCN3C(=O)C4CCCN4C3=O)CC2)cc1 (stereo not drawn)
→ -2	?	-11	5%	14%	-5%
#51 O=C(O)c1ccccc1NCN1C(=O)C2CC=C(Cl)CC2C1=O (stereo not drawn)
→ -3	1%	-11	33%[activator]	6%	3%
#52 CCOC(=O)C(Sc1n[nH]c(N)n1)c1ccccc1 (stereo not drawn)
→ -3	2%	-6	/	42%[activator]	1%
#53 O=c1[nH]nc(-c2ccc(F)cc2)cc1Cc1ccccn1
→ -2	-2%	-7	0%	8%	-1%
#54 COc1ccc(NC(C)=O)cc1S(=O)(=O)N1CCc2ccccc21
→ -1	-10%	-2	0%	46%[activator]	2%
#55 CCCCOCCCNC(=O)c1ccc(OC)cc1
→ -2	4%	-5	/	13%	0%
#56 Cc1c(C(=O)Nc2ccc3oc(-c4cccnc4)nc3c2)oc2ccccc12
→ -3	-4%	6	?	?	-5%
#57 Cc1cc(C)n(-c2cc(Cl)ccc2[N+](=O)[O-])n1
→ 9	-4%	4	32%[activator]	17%	/
#58 CCCCCCOc1ccc(OC(=O)c2ccncc2)cc1
→ 9	5%	14	?	2%	-2%
#59 O=c1[nH][nH]c(-c2ccccc2)c1C=Nc1ccc(F)cc1F
→ -1	-13%	-3	10%	69%	0%
#60 Cc1ccc(N=Cc2c(O)c3ccccc3n(C)c2=O)cc1
→ 14*	-6%	59	8%	0%	-11%

Next section.
Order of results: Cycloheximide cs	Giardia FBPA inh	Shiga inhibitor	Pf growth 48h	Pf growth 96h	Sm TGR inh
#61 O=C(CC1CCS(=O)(=O)C1)Nc1ccc[nH]c1=O (stereo not drawn)
→ -3	?	-5	6%	-5%	-1%
#62 CCOC(=O)C1(CCOc2ccccc2)CCN(Cc2cccs2)CC1
→ -1	-1%	10	-6%	?	1%
#63 Cc1noc(C)c1C(=O)OCC(=O)Nc1ccc(S(N)(=O)=O)cc1
→ /	/	/	-3%	-15%	-2%
#64 O=C(NCCO)c1cc([N+](=O)[O-])cc2c1C=Cc1ccccc1O2
→ 5	3%	-6	?	18%	0%

Screening data deposited in PubChem by National Center for Advancing Translational Sciences (NCATS).
